CendR NRP1 mod – NRP-1/CendR interaction modulation; FAM-RPARPAR peptide binding to NRP-1, fluorescence polarization; inhibition, % at 25 µM; 0.85% of 360,000 active; AID 602438;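 active means inhibition or corrected inhibition above about 18%, plus a signal ratio from 0.5 to 1.5, limit read from the data, passing the limit was not always enough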; further: strong numbers were not always called active
Target sequence (O14786 whole entry, looked up): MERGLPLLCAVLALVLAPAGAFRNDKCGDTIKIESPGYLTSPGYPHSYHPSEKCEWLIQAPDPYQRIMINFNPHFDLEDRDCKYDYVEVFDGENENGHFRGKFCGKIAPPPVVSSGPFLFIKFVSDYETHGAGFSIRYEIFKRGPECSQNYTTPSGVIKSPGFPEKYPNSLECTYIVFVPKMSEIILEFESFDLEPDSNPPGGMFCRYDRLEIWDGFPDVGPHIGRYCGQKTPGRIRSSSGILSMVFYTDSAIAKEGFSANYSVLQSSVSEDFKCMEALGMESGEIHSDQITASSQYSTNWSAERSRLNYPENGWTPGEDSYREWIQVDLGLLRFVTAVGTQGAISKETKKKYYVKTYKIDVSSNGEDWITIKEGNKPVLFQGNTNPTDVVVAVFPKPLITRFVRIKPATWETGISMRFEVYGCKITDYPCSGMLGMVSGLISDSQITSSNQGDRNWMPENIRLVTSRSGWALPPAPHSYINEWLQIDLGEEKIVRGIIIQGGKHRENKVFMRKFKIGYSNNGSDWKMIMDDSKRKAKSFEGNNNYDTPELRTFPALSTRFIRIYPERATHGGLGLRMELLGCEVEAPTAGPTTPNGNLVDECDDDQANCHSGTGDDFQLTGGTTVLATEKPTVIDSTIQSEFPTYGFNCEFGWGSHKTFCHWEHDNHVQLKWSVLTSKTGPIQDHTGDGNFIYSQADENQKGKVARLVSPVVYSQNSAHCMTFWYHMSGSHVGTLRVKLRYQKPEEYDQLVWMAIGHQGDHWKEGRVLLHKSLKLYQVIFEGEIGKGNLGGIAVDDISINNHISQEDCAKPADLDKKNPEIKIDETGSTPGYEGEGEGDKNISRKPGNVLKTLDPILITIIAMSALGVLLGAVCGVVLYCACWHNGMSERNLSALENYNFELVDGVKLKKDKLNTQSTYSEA
TbMetRS inhib – Trypanosoma brucei MetRS inhibition. purified T. brucei MetRS, ATP depletion, Kinase-Glo luminescence. inhibition, % at 11.9 µM. 0.4% of 360,000 active. AID 624268;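 active means inhibition above a per-plate cutoff of the control wells' mean inhibition plus 3 SD, cut at about 5.5% in these data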;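 further: 0% = DMSO wells median and 100% = median of wells with control inhibitor compound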
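Dosing: 11.9 µM compound single dose, 0.9% DMSO; Assay system: purified T. brucei MetRS enzyme; Measured by: Kinase-Glo luciferase luminescence reporting remaining unconsumed ATP; Schedule: 15 min plus 2 h at 25 °C.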
FAS-TE inh – inhibitors of human fatty acid synthase thioesterase domain. P49327. inhibition, % at 15 µM. recombinant FAS-TE, OMFH fluorogenic substrate, fluorescence endpoint. 0.67% of 360,000 active;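 active means compounds whose normalised, plate-corrected inhibition of enzyme fluorescence in the single-dose primary screen is 50% or more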;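 further: 0% = DMSO with enzyme and 100% = substrate without enzyme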
MLLE-PAM2 inh – inhibitors of microRNA-mediated deadenylation, human PABP1 MLLE binding | P11940 | GST-MLLE / FITC-PAM2 fluorescence polarization | inhibition, % at 20 µM | 0.36% of 360,000 active | AID 588489; in the data active means inhibition above about 35%, passing the limit was not always enough;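 further: plate controls were DMSO wells with GST-MLLE for no effect and wells lacking GST-MLLE protein for full effect; some results filed as inactive read as strong as hits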
bovine MsrA act – activates bovine MsrA enzyme; purified bovine MsrA, absorbance read-out; activation, % at 10.6 µM; 0.3% of 360,000 active; AID 602163; in the data active means activation above about 7.5%;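 further: 0% = vehicle and 100% = reference activator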
MT1-MMP act inh – blocks activation of human MT1-MMP; P50281; HT1080 RFP-PRO-GFP cells, GFP/RFP ratio fluorescence, overnight; percent of plate control window, DMSO zero; GFP/RFP ratio change, % at 20 µM; 0.061% of 360,000 active; AID 651647;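 active means GFP/RFP ratio change of at least 30% with cell ATP level not reduced by more than half and red fluorescence within 50% of control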; further: strong numbers were not always called active
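Assay system: HT1080 cells carrying an RFP-PRO-GFP reporter | Dosing: Single dose of 20 µM compound, 1% DMSO final | Incubation: Cells overnight before dosing, compound overnight, 37 °C, 5% CO2 | Evaluation: GFP/RFP fluorescence ratio | Control set: DMSO and RFP-L50D-GFP cell wells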
SKN-1 block – blocks SKN-1 activity in C. elegans. C. elegans VP596 Pgst-4::GFP/RFP ratio, acrylamide-induced, 24 h. inhibition, % at 21.8 µM. 0.49% of 360,000 active;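 active means interference check ratio from 0.5 to 1.5 plus GFP to RFP signal ratio inhibition reaching or exceeding a fixed threshold, cut at about 30% in these data, passing the limit was not always enough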; further: some compounds called inactive have numbers as strong as hits
MsrA inh – bovine MsrA inhibition. purified bovine MsrA, absorbance read-out. 0.75% of 360,000 active. inhibition, % at 15.5 µM; in the data active means inhibition above about 4.5%;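 further: 0% = vehicle wells with enzyme and 100% = reference inhibitor wells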
eLon inh – E. coli protease La inhibition; P0A9M0; purified E. coli Lon protease, fluorescence polarization; inhibition, % at 7.94 µM; 0.42% of 360,000 active; AID 602123; in the data active means inhibition above about 13%, passing the limit was not always enough;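 further: 0% = enzyme with probe and DMSO and 100% = no enzyme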
* hit, by the source's call; . = not tested or not shown.

No. | structure | CendR NRP1 mod | TbMetRS inhib | FAS-TE inh | MLLE-PAM2 inh | bovine MsrA act
1 | O=C(CC[C@H]1O[C@@H](n2cnc3c(NC(=O)c4ccccc4)ncnc32)[C@H](O)[C@@H]1O)NCC1CCCO1 (stereo partly specified) | 3 | -0.8 | -1 | 8 | -9
2 | O=C(NCc1ccc(F)cc1F)c1cc(COc2c(F)cccc2F)on1 | -7 | 0.6 | 16 | 3 | -3
3 | CN(C)S(=O)(=O)c1cccc(NC(=O)c2cc(=O)[nH]c(=O)[nH]2)c1 | 0 | -0.2 | -4 | -4 | -1
4 | COc1ccc(Cl)cc1NC(=O)C/C(C)=N/NC(=O)C(=O)NCc1ccccc1 | 6 | -0.1 | -2 | -4 | -3
5 | COc1ccc(CNC(=O)C/C(C)=N/NC(=O)c2cnccn2)cc1 | 8 | -0.2 | -7 | 3 | -2
6 | O=C(Nc1ccc(Cl)cc1)C1CCCN(c2ncnc3c2nc2n3CCCCC2)C1 (stereo unspecified) | 4 | -0.4 | 19 | 0 | -4
7 | COc1ccc(NC(=O)CN(C)C(=O)C(C)Sc2ccccc2)cc1 (stereo unspecified) | 15 | -0.1 | -2 | 1 | -4
8 | COc1ccc(CN2C(=O)CCC2(C)C(=O)NCc2cccnc2)c(OC)c1 (stereo unspecified) | -10 | -0.3 | -7 | -7 | 3
9 | Cc1ccc2cc(C)c(N3CCN(c4ccc(F)cc4)CC3)nc2c1 | -10 | 1.4 | 16 | -2 | -3
10 | O=C(O)C1CC(=O)N(Cc2ccc(F)cc2)C1 (stereo unspecified) | 18 | -1.4 | -5 | -5 | -1

No. | MT1-MMP act inh | SKN-1 block | MsrA inh | eLon inh
1 | 3 | 14 | -0.5 | 5
2 | -1 | 5 | 1.5 | 4
3 | -1 | -24 | 1.7 | -5
4 | -1 | 1 | -0.3 | 1
5 | 2 | -8 | -0.1 | -2
6 | 5 | -20 | 2.0 | -7
7 | 2 | 28 | -1.3 | -3
8 | 5 | -9 | 0.1 | -3
9 | -3 | 13 | -0.4 | -4
10 | 0 | 7 | 1.6 | -12

Next part
No. | structure | CendR NRP1 mod | TbMetRS inhib | FAS-TE inh | MLLE-PAM2 inh | bovine MsrA act
11 | Cc1onc(-c2c(F)cccc2Cl)c1C(=O)OCC(=O)NC1CC1 | 1 | -0.1 | -5 | 7 | 0
12 | COC(=O)c1ccc(N/C(=N/S(=O)(=O)c2ccccc2)c2ccccc2)cc1 | -8 | -0.3 | 1 | 22 | -3
13 | CC(C)(C)NC(=O)CN1C(=O)NC(c2ccccc2)(c2ccccc2)C1=O | 12 | 0.2 | -3 | 19 | 1
14 | COc1cc(/C=C/c2[nH]c(=O)[nH]c(=O)c2[N+](=O)[O-])cc([N+](=O)[O-])c1O | 16 | 0.1 | -12 | 24 | -7
15 | COc1cc(/C=C2/SC(=S)N(c3ccccc3)C2=O)ccc1Oc1nc(N2CCOCC2)nc(N2CCOCC2)n1 | 8 | -1.6 | 63* | -1 | -15
16 | Cc1ccc(C(=O)NC(NCC2CCCO2)C(Cl)(Cl)Cl)cc1 (stereo unspecified) | -3 | -2.1 | -10 | 2 | -13
17 | CCOC(=O)C(NC(=O)c1ccccc1Cl)(Nc1ccc(C)c(C)c1)C(F)(F)F (stereo unspecified) | 5 | -0.1 | 16 | -8 | -3
18 | CCCCN(C(=O)c1cc2ccccc2o1)c1c(N)n(CCC)c(=O)[nH]c1=O | 8 | -0.2 | -5 | 8 | -3
19 | COC(=O)c1cnn2c3c(c(C)nc12)CCCC3 | -3 | -0.7 | -6 | -13 | -3
20 | Cc1ccc(S(=O)(=O)NCCNC(=O)c2nonc2N)cc1 | -7 | 0.5 | -14 | 4 | -3

No. | MT1-MMP act inh | SKN-1 block | MsrA inh | eLon inh
11 | -1 | -3 | -1.3 | 5
12 | -6 | 9 | -1.0 | -9
13 | 2 | 19 | 0.4 | -5
14 | 19 | 11 | 4.1 | 8
15 | -2 | -5 | -1.9 | -13
16 | -8 | -5 | 0.2 | 10
17 | 3 | -3 | 0.8 | 2
18 | 1 | 2 | 0.0 | 2
19 | 2 | 4 | 0.5 | 12
20 | 4 | -8 | 0.1 | -12

Other structures.
No. | structure | CendR NRP1 mod | TbMetRS inhib | FAS-TE inh | MLLE-PAM2 inh | bovine MsrA act
21 | C=CCn1c(N)c(C(=O)N2CCOCC2)sc1=S | 8 | 0.0 | -5 | 17 | 3
22 | O=C(CN1CCN(c2ccccn2)CC1)Nc1ccccc1C(=O)Nc1ccccc1 | 0 | -0.7 | 11 | -2 | -11
23 | NC(=O)c1c(NC(=O)c2cnccn2)sc2c1CCCC2 | 5 | -1.2 | -5 | -6 | -8
24 | Cc1cccc2cc(C#N)c(SCC(=O)Nc3ccccc3N3CCOCC3)nc12 | -18 | -0.2 | 27 | -20 | -3
25 | Cc1cc(C)nc(-n2ncc(C#N)c2N)n1 | -6 | -0.1 | -8 | -12 | -3
26 | CC(=O)NC(c1cccc(F)c1)c1nc(-c2cccc(C(F)(F)F)c2)cs1 (stereo unspecified) | 25* | -0.3 | 28 | 1 | -4
27 | O=C(Nc1ccon1)Nc1ccc(Cl)cc1Cl | -3 | -0.1 | 3 | -5 | -2
28 | CC1CCCC(NC(=O)C2CCC(CNc3c(N4CCCC4)c(=O)c3=O)CC2)C1C (stereo unspecified) | -1 | -0.8 | 2 | 7 | -2
29 | COc1cc(C(=S)N2CCOCC2)cc(OC)c1OC | -11 | 0.2 | -6 | 25 | -5
30 | CC(=O)N(Cc1cccnc1)Cc1cc2ccc(C)cc2[nH]c1=O | -1 | -0.2 | -3 | 6 | 1

No. | MT1-MMP act inh | SKN-1 block | MsrA inh | eLon inh
21 | -3 | 2 | 2.5 | -6
22 | 2 | 8 | -1.2 | 2
23 | 0 | 8 | 1.1 | -8
24 | -44 | 13 | 0.0 | -14
25 | 0 | 8 | 0.1 | 2
26 | 2 | 10 | -0.7 | -10
27 | -1 | 15 | 0.5 | -3
28 | 2 | 2 | -0.7 | -4
29 | 4 | 7 | -0.8 | 4
30 | -1 | 11 | 1.9 | 12

Going on with the list:
No. | structure | CendR NRP1 mod | TbMetRS inhib | FAS-TE inh | MLLE-PAM2 inh | bovine MsrA act
31 | Cc1cc(Br)ccc1SCC(=O)OCC(=O)Nc1ncc(C(F)(F)F)cc1Cl | -4 | -0.2 | 16 | 3 | -3
32 | Cc1c(Cl)cccc1NC(=O)[C@@H](NC(=O)c1ccccc1Cl)C(C)C | -3 | -0.2 | -9 | 0 | -3
33 | COCCN1CCC(CNCc2c(C(=O)N3CCCCC3)nc3c(C)cccn23)C1 (stereo unspecified) | 16 | -1.6 | -4 | 9 | -10
34 | CCOC(=O)c1cc(C)n(-c2c(C)n(C)n(-c3ccccc3)c2=O)c1C | 0 | -0.1 | -7 | 3 | -1
35 | Cc1coc2cc3oc(=O)c(CCC(=O)N4CCC(C(=O)O)(c5ccccc5)CC4)c(C)c3cc12 | -10 | -1.9 | -2 | -9 | -6
36 | CCN(c1ccccc1)S(=O)(=O)c1ccc(Cl)c(C(=O)N2CCCC2)c1 | 17 | -0.3 | -2 | 3 | 7
37 | O=C(Cn1c(=O)oc2ccccc21)Nc1n[nH]c(=S)s1 | 9 | 0.0 | -5 | 23 | 7.9*
38 | CCOC(=O)N1CCN(CC(O)c2c[nH]c3ccccc23)CC1 (stereo unspecified) | 5 | -0.4 | -7 | -9 | -1
39 | Cc1ccc(Cn2c(N3CCCCCC3)nc3c2c(=O)[nH]c(=O)n3C)cc1 | -2 | -1.6 | 0 | -2 | -6
40 | CNC(=O)c1cc2c(=O)n3cc(C)ccc3nc2n(C(C)C)c1=N | -4 | -1.5 | -18 | 15 | -10

No. | MT1-MMP act inh | SKN-1 block | MsrA inh | eLon inh
31 | -2 | -3 | 0.7 | 0
32 | -5 | 8 | -0.6 | -1
33 | -10 | 8 | 1.3 | 8
34 | 0 | 14 | -0.8 | 5
35 | -4 | -7 | -1.0 | 0
36 | -1 | 7 | 0.6 | -2
37 | 1 | 7 | 1.8 | -1
38 | 0 | 11 | -0.8 | 4
39 | -8 | 22 | -0.7 | -6
40 | -6 | -36 | -1.1 | -2

Next section
No. | structure | CendR NRP1 mod | TbMetRS inhib | FAS-TE inh | MLLE-PAM2 inh | bovine MsrA act
41 | O=C(CNC(=S)N(CCCN1CCOCC1)Cc1cccs1)NC1CC1 | 1 | -0.5 | -13 | -116 | -6
42 | CCC(=O)Nc1ccc(NC(=O)CSc2nnc(-c3ccco3)n2C)cc1 | -2 | -0.3 | -6 | 6 | -3
43 | CC(C)c1ccc(NC(=O)CSc2n[nH]c(=O)n2Cc2ccco2)cc1 | -18 | 1.5 | 10 | -14 | -12
44 | COCCN(CCOC)C(=O)c1c[nH]c2ccc(S(=O)(=O)N(C)c3ccc(F)cc3)cc2c1=O | -6 | -0.4 | -6 | -2 | -2
45 | O=C(CNC(=O)c1ccco1)OC(C(=O)c1ccccc1)c1ccccc1 (stereo unspecified) | 1 | -1.3 | 0 | 12 | -1
46 | CC(C)(C)c1nnc(NC(=S)Nc2ccccc2)s1 | 8 | 0.0 | -2 | 43* | 1
47 | CC1(c2nnnn2Cc2ccccc2)CCC(=O)N1CCOc1ccccc1 (stereo unspecified) | 10 | -2.0 | -9 | . | -14
48 | COc1cccc(C(=O)Nc2ccccc2NC(=O)c2cccc(OC)c2)c1 | 5 | -0.5 | 5 | 1 | -10

No. | MT1-MMP act inh | SKN-1 block | MsrA inh | eLon inh
41 | 3 | 6 | 0.3 | -3
42 | 2 | 10 | 0.2 | 10
43 | 9 | -2 | -0.3 | -4
44 | 2 | -1 | 1.5 | -11
45 | -1 | 29 | -1.5 | 2
46 | 10 | 8 | 2.2 | 9
47 | 5 | 5 | 0.6 | -2
48 | 10 | -13 | -0.9 | -18

Four entries from above, with each value named:
43. CC(C)c1ccc(NC(=O)CSc2n[nH]c(=O)n2Cc2ccco2)cc1
  CendR NRP1 mod: -18; TbMetRS inhib: 1.5; FAS-TE inh: 10; MLLE-PAM2 inh: -14; bovine MsrA act: -12; MT1-MMP act inh: 9; SKN-1 block: -2; MsrA inh: -0.3; eLon inh: -4

46. CC(C)(C)c1nnc(NC(=S)Nc2ccccc2)s1
  CendR NRP1 mod: 8; TbMetRS inhib: 0.0; FAS-TE inh: -2; MLLE-PAM2 inh: 43*; bovine MsrA act: 1; MT1-MMP act inh: 10; SKN-1 block: 8; MsrA inh: 2.2; eLon inh: 9

44. COCCN(CCOC)C(=O)c1c[nH]c2ccc(S(=O)(=O)N(C)c3ccc(F)cc3)cc2c1=O
  CendR NRP1 mod: -6; TbMetRS inhib: -0.4; FAS-TE inh: -6; MLLE-PAM2 inh: -2; bovine MsrA act: -2; MT1-MMP act inh: 2; SKN-1 block: -1; MsrA inh: 1.5; eLon inh: -11

42. CCC(=O)Nc1ccc(NC(=O)CSc2nnc(-c3ccco3)n2C)cc1
  CendR NRP1 mod: -2; TbMetRS inhib: -0.3; FAS-TE inh: -6; MLLE-PAM2 inh: 6; bovine MsrA act: -3; MT1-MMP act inh: 2; SKN-1 block: 10; MsrA inh: 0.2; eLon inh: 10

Compound activity deposited in PubChem by several laboratories.
